# Screening results deposited in PubChem by National Center for Advancing Translational Sciences (NCATS).
# Pf growth 48h = Primary qHTS for delayed death inhibitors of the malarial parasite plastid, 48 hour incubation; P. falciparum luciferase growth in erythrocytes, 48 h; Potency, µM (series often up to 28.7 µM), for inactives: top-dose activity change, negative = inhibition, hits mostly inhibitors; 310,000 tested, 5.9% active; AID 504832, 2011; also: potency is read from the fitted curve at half-maximal effect; % is scaled to controls: 0 for no effect and ±100 for the full control effect
#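 Compounds are pin-transferred into medium, infected erythrocytes (2% hematocrit, 0.1% parasitemia final) are added, and plates sit one parasite generation at 37 C in 5% CO2. Detection reagent is then added and luminescence measured.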
# Pf growth 96h = Primary qHTS for delayed death inhibitors of the malarial parasite plastid, 96 hour incubation | Potency, µM (highest dose often 28.7 µM), inactives show top-dose activity change, negative = inhibition, usual class: inhibitors | P. falciparum luciferase reporter growth, 96 h | 320,000 tested, 6.9% active; also: potency is read from the fitted curve at half-maximal effect; % is scaled to controls: 0 for no effect and ±100 for the full control effect
#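 Readout is luminescence from an integrated firefly luciferase in P. falciparum. Red cells, 2% hematocrit and 0.05% parasitemia final, were cultured with compound through two parasite generations (96 hours) at 37 C, 5% CO2.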
# Shiga toxin inh = A qHTS for Small Molecule Inhibitors of Shiga Toxin. AID 2315, 2010. 290,000 tested, 9.2% active. inhibition, % at 38.7 µM. Vero cells, Shiga toxin protein synthesis inhibition reporter; in the data active = inhibition mostly above about 28%, no sharp cut-off; inactive = mostly below about 43%; also: 0% is about no effect
# Giardia FBPA inh = qHTS Assay for Inhibitors of Fructose-1,6-bisphosphate Aldolase from Giardia Lamblia. 290,000 tested, 0.71% active. A8B2U2. purified Giardia FBPA. Potency, µM (highest dose often 59.6 µM), inactives show at the highest dose activity, negative = inhibition, most hits filed as inhibitors; also: potency is read from the fitted curve at half-maximal effect; % is scaled to controls: 0 for no effect and ±100 for the full control effect; nearly all actives have a fitted effect of over 55% in size
# Target sequence (A8B2U2 whole entry, looked up): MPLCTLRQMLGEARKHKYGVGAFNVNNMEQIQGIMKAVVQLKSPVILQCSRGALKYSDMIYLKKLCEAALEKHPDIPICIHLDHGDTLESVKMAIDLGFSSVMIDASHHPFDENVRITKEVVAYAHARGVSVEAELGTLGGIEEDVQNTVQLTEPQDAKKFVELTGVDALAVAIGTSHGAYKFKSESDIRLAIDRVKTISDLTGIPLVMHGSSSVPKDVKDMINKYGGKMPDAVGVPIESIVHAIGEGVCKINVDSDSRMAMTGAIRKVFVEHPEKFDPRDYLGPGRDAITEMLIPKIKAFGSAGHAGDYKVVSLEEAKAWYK
#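 Giardia FBPA (40 nM reagent) was preincubated 10 min at RT with compound (up to 57.5 uM final), then substrate plus GAPDH/TPI/NAD/arsenate coupling system with diaphorase/resazurin was added; resorufin fluorescence (525/598 nm) was read after 20 min.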
# HCV inh = qHTS Assay for Inhibitors of Hepatitis C Virus (HCV). 340,000 tested, 3.4% active. Huh7.5.1 HCVcc-Cre infection, luciferase reporter, 44 h. AID 651820, 2012. Potency, µM (series often up to 41.8 µM), inactives show at the highest dose activity change, negative = inhibition, hits mostly inhibitors; also: potency is read from the fitted curve at half-maximal effect; % is scaled to controls: 0 for no effect and ±100 for the full control effect
#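 Compounds are dispensed onto cells plated 4 h earlier at 1,000 per well, with HCVcc-Cre virus (about 0.5 moi) added next. Following 44 h of culture, luminescent signal is measured for 15 sec after 15 min with substrate at room temperature.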
# Cycloheximide cs = Cycloheximide Counterscreen for Small Molecule Inhibitors of Shiga Toxin; cell reporter, cycloheximide protein synthesis inhibition counterscreen; max response, %; 300,000 tested, 12% active; in the data active = max response mostly above about 13%, no sharp cut-off; inactive = mostly below about 14%; also: read at 38.3 µM for the half of the compounds with a filed dose; 0% is about no effect
# An asterisk follows results filed as active; ? = inconclusive; nt = no result given; [ ] = remark or other dose. Unless noted, calls follow the shape of the dose curve; as a rule, active = well fitted curve in the direction sought with a large enough effect; inconclusive = small, poorly fitted or top-dose-only effect, or another doubt; inactive = no such curve, though single readings can be large; an effect the other way counts as inactive or inconclusive.
SMILES,Pf growth 48h,Pf growth 96h,Shiga toxin inh,Giardia FBPA inh,HCV inh,Cycloheximide cs
COC(=O)Cc1cc(=O)n2[nH]c(SC)nc2n1,nt,20%,-12,-24%,18%,-2
COc1ccc(-c2nnc(NC(=O)C3=COCCO3)o2)cc1,20%,23%,-12,11%,11%,7
O=C(NC1CCCC1)C(c1ccncc1)N(C(=O)c1csnn1)c1ccccc1F (stereo unspecified),17%,2%,-12,5%,14%,-4
CC1CCCCC1NC(=O)C1CCC(CNS(=O)(=O)c2cccc3cccnc23)CC1 (stereo unspecified),-14%,21%,-8,nt,-13%,1
COc1ccc(NC(=O)C(=O)NNC(=O)COc2ccc(OC)cc2)cc1,-6%,30%[activator],16,nt,7%,9
O=C(Cn1cccc1C(=O)c1ccccc1)NCc1ccc(Cl)cc1,16%,-1%,16,11%,-19%,-4
COc1ccc(NC(=O)C(CC(C)C)NS(=O)(=O)c2ccc3c(c2)CCN3C(C)=O)cc1OC (stereo unspecified),nt,?,-15,-2%,6%,-3
C=CCc1cc(Cl)ccc1OCCOCCN(C)C,?,-5%,-14,?,?,-2
Brc1c(C[n+]2ccccc2)nc2ccccn12,?,?,21,1%,-1%,-3
COc1ccc(S(=O)(=O)NCc2cccnc2)cc1C(=O)Nc1ccccc1,-14%,10µM*,-7,-1%,5%,-2
CC(C)Cn1c(=O)c(CCC(=O)Nc2ccc(N3CCOCC3)cc2)nc2cc(Cl)ccc21,?,20%,4,-11%,?,8
COc1cccc(N(CC(=O)Nc2cccc(C(C)=O)c2)S(C)(=O)=O)c1,?,nt,-2,-1%,-17%,-1
CCOC(=O)c1ccc(NC(=O)c2ccc[n+]([O-])c2)cc1,21%,12%,-9,-1%,19%,-6
CCOC(=O)C1CCN(Cc2ccc(C(=O)OC)cc2)CC1,15%,nt,-3,-8%,-5%,8
O=C(c1ccco1)N1CCN(C(=O)c2cc3sccc3n2Cc2ccccc2)CC1,12µM*,-14%,-17,8%,-27%,-4
C#CCNc1ccc(C(=O)OCC)cc1,73%[activator],128%[activator],58*,2%,21%,32*
CCOc1ccc(C(=O)N2CCN(c3ccccn3)CC2)cc1,18%,-18%,-7,5%,-8%,-2
CCN(C(C)=O)c1nc(CSc2nnc(NC(C)C)s2)cs1,?,-18%,-13,3%,-2%,0
Cc1ccc(C)c(N=Cc2cc3c(cc2[N+](=O)[O-])OCO3)c1,?,0.042µM*,-8,3.2µM*,3%,6
CCOc1ccc(C(=O)OCC(=O)N2CCOCC2)cc1OCC,33%[activator],20%,3,-6%,-15%,-2
CCOC(=O)Cn1nnnc1CN(Cc1cccs1)Cc1cc2cc(C)cc(C)c2[nH]c1=O,nt,10µM*,15,?,-5%,-1
CC(C)(C)c1ccc(C(=O)N2CCC(C(=O)c3ccccc3)CC2)cc1,5%[0.00184 µM],?,-3,8%,-25%,-2
COc1cccc(/C=N/NC(=O)c2c(C)nc3ccc(Cl)cn23)c1OC,11%[0.00184 µM],12%,-5,2%,-12%,-4
CCc1nn(CC(=O)NCCCN2CCN(C)CC2)c(=O)c2cc3occc3n12,25%,26%,-6,nt,-5%,1
CCCS(=O)(=O)c1cscc1NC(=O)c1c(-c2c(F)cccc2Cl)noc1C,?,?,-5,-7%,15%,-3
CCC(C)(C)n1nnnc1C(c1ccc(C)cc1)N1CCSCC1 (stereo unspecified),-24%,?,-3,8%,-8%,4
O=C(N/N=C/c1c[nH]c2ccccc12)c1ccncc1,12%,12µM*,13,-6%,-6%,-1
C=CCN1C(=O)c2ccc(C(=O)OCC(=O)N(C)C3CCCCC3)cc2C1=O,?,12%,-4,9%,7%,1
CC1(c2cccc(Br)c2)NC(=O)N(CC(=O)N2CCc3ccccc32)C1=O (stereo unspecified),-1%,?,nt,nt,10µM*,nt
CC(=O)NC(Cc1cc(C)ccc1C)C(=O)N1CCN(C(=O)Nc2ccc(C(C)=O)cc2)CC1 (stereo unspecified),-11%,nt,14,11%,6%,17*
CCOC(=O)C1CCCN(S(=O)(=O)c2cc(Br)cc3c2N(C(C)=O)CC3)C1 (stereo unspecified),3.7µM*,?,-13,4%,?,-6
Clc1ccc(C2C3=C(Nc4ncnn42)c2ccccc2CC3)cc1 (stereo unspecified),nt,?,5,-15%,nt,3
Cc1ccc(-n2c(O)c(/C=N/NC(=O)C3COc4ccccc4O3)c3ccccc3c2=O)cc1 (stereo unspecified),-2%,22%,-2,?,16%,-3
CC(=O)Nc1ccc(NC(=O)C2CCCN2/C=C/C(=O)C(F)(F)F)cc1 (stereo unspecified),35%[activator],125%[activator],-3,1%,19%,-2
O=C(Oc1cccc2c(=O)[nH]ccc12)c1ccccc1,nt,nt,-16,0%,3%,-11
Cc1ccc(C(=O)OCC(=O)NC2CCCC2)cc1,65%[activator],48%[activator],75*,5%,16%,32*
COc1ccc(/C=C/C(=O)O)cc1S(=O)(=O)N1CCC(C)CC1,10%,19%,4,12%,9%,1
COc1ccc(-c2nc(-c3ccccc3)c(-c3cccs3)[nH]2)cc1OC,?,nt,-20,-7%,?,6
CN1CCCN(C(=O)COc2ccc(Br)cc2)CC1,?,-12%,14,-5%,-10%,13
Cc1ccsc1C(=O)Nc1nnc(-c2ccco2)o1,?,-11%,14,5%,-13%,18*
COc1ccc(CCN2C(=O)C(O)=C(C(C)=O)C2c2ccccc2OC)cc1OC (stereo unspecified),-3%,nt,-17,8%,20%,-3
COC(=O)C(c1ccccc1)N(Cc1cccc(CN(C(C(=O)OC)c2ccccc2)S(C)(=O)=O)c1)S(C)(=O)=O (stereo unspecified),8.3µM*,10µM*,-5,-4%,?,-3
CCOC(=O)c1c(C)[nH]c(C(=O)CSc2ccccc2)c1C,128%[activator],220%[activator],53*,5%,?,43*
O=C(CNS(=O)(=O)c1c(F)cc(F)cc1Br)OCC(=O)N1CCCC1=O,4%,29%,nt,nt,16%,nt
O=C1N/C(=C\c2nc3ccccc3s2)c2ccccc21,110%[activator],nt,76*,-7%,nt,62*
O=C(c1cc2cc(Br)cc(Br)c2oc1=O)N1CCCC1,-4%,20%,6,0%,0%,-2
Cc1c(C(=O)NCCC2=CCCCC2)oc2ccc(S(=O)(=O)N3CCOCC3)cc12,12µM*,34%[activator],-18,-2%,10µM*,7
C/C(=N/NC(=O)c1ccc2c(c1)OCO2)c1ccc(NC(=O)c2ccc(F)cc2)cc1,19%,17%,40*,nt,6%,34*
O=C(/C=C/c1c(Cl)nc2ccccn12)N1CCN(c2ccc(F)cc2)CC1,0%,2%,-11,-4%,-26%,-1
C=CCN(C(=O)c1csnn1)C(C(=O)NC(C)(C)C)c1ccncc1 (stereo unspecified),10%,13%,29,-2%,18%,0
COc1ccccc1NS(=O)(=O)c1ccc(O)c(C(=O)OCC(=O)N2CCc3ccccc32)c1,-13%,43%[activator],-7,-1%,21%,-3
CCCc1ccc(Oc2cc(C)nc(N3CCOCC3)n2)cc1,36%,-2%,23,-1%,?,9
Cc1ccc(C(=O)O/N=C(\N)c2ccccn2)cc1C,-92%,105%[activator],-12,2%,23%,-4
O=C(CSc1nc(O)c(Cc2ccccc2)c(=O)n1-c1ccccc1)N1CCOCC1,nt,-11%,1,0%,6%,2
CS(=O)(=O)Nc1ccc(Cc2ccc(NS(C)(=O)=O)cc2)cc1,6%,nt,4,4%,?,-2
CN(C)c1nc2ccccc2n(C)c1=O,0%,11%,-4,0%,-5%,4
CCCCn1cnc2cc(NCc3cccc(OC)c3O)ccc21,12%,-17%,103*,-12%,-14%,19*
Cc1ccccc1-c1nc(SCc2ccccn2)c2c(=O)n(C)c(=O)n(C)c2n1,19%,9%,14,8%,-4%,-1
COc1ccc(NC2=C(C(C)=O)C(c3ccc(OC)c(OC)c3)C(C(C)=O)C(C)(O)C2)cc1 (stereo unspecified),?,-17%,-5,-20%,?,-4
Cc1cccc(C(=O)OC(C)C(=O)NC2CCCc3ccccc32)c1O (stereo unspecified),0%,92%[activator],nt,nt,11%,nt
O=C1CC(=O)N(c2ccccc2)C(=O)N1c1ccccc1,30%[activator],?,18,-8%,17%,17*
O=C(CN(Cc1ccco1)C(=O)CNS(=O)(=O)c1ccccc1)NCc1ccccc1,9%,7%,-1,8%,-3%,5
